# NR5A2 inv ag = suppresses constitutive activity of human LRH-1 | O00482 | HEK293T StAR-luciferase reporter, LRH-1 transfected, 24 h | inhibition, % at 3.6 µM | 360,000 compounds, 0.13% hits | AID 602396;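 active means inhibition above the mean inhibition of all tested compounds plus 3 SD, cut at about 73% in these data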;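 further: 0% = DMSO wells and 100% = reporter-only cells lacking LRH-1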
# Target sequence (O00482 whole entry, looked up): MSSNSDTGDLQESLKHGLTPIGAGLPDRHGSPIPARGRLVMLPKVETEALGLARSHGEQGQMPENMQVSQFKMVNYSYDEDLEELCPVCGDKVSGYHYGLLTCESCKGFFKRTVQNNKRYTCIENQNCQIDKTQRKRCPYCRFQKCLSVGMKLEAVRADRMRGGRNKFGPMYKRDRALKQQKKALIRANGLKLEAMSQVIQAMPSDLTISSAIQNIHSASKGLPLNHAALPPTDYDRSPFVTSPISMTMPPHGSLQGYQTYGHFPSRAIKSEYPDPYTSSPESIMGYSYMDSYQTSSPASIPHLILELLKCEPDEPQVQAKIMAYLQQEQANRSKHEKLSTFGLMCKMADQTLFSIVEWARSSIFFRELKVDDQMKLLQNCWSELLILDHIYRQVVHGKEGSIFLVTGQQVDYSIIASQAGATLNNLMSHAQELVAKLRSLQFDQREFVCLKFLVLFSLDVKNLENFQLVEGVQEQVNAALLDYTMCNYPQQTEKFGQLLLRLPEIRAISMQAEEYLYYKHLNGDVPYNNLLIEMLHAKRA
# NR2F2 inh = NR2F2 (human) inhibition, primary screen | P24468 | HEK293T NGFI-A luciferase reporter, luminescence | inhibition, % at 8.6 µM | 370,000 compounds, 0.7% hits | AID 686940;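 active means inhibition above a per-plate cutoff, mean inhibition of test wells between control levels plus 3 SD, cut at about 38% in these data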;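 further: cells cotransfected with COUP-TFII expression vector driving the NGFI-A reporter; 0% = median of COUP-TF2 test wells and 100% = reporter-only cells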
# Target sequence (P24468 whole entry, looked up): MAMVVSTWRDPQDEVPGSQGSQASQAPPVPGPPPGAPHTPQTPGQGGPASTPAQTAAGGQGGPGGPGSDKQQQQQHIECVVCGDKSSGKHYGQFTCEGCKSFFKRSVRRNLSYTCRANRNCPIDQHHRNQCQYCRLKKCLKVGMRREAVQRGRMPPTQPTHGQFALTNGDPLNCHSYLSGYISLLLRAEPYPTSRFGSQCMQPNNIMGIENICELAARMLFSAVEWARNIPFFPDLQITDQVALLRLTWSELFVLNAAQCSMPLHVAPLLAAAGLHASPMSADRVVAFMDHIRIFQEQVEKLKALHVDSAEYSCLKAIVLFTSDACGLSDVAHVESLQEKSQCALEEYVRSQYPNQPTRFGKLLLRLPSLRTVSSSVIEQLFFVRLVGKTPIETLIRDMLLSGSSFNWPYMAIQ
# TRAIL sens C8 = sensitizes caspase-8 expressing cells to TRAIL; NB7+C8 cells + TRAIL, ATPlite viability luminescence; inhibition (viability loss, TRAIL sensitization), % at 10 µM; 360,000 compounds, 1% hits;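 active means compounds causing at least 50% loss of cell viability in the single-dose screen, relative to plate controls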
# SRC1 inh = inhibitors of human steroid receptor coactivator 1 (SRC1) | Q15788 | HEK293 GAL4-SRC1 luciferase reporter, luminescence | inhibition, % at 3.6 µM | 360,000 compounds, 0.12% hits | AID 588354;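 active means inhibition above the campaign mean plus 3 SD, with each screening campaign given its own cutoff, cut at about 60% in these data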;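 further: 0% = DMSO treated cells and 100% = gossypol at 36 µM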
# NCOA2 inhibitor = human SRC2 (NCOA2) inhibition; 370,000 compounds, 0.17% hits; inhibition, % at 9 µM; HEK293 GAL4-SRC2 luciferase reporter, luminescence; Q15596; AID 651957;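 active means inhibition above the mean inhibition of all tested compounds plus 3 SD, set per campaign, cut at about 52% in these data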;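 further: 0% = DMSO treated cells and 100% = cells given Gossypol at 36 µM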
# TROY signal inh = blocks TROY-dependent signaling in reporter cells | 360,000 compounds, 0.98% hits | AID 1347056 | Q293 LMP1-TROYcd NF-kB luciferase reporter, 4 h | inhibition, % at 10 µM;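 active means compounds whose plate-normalised and pattern-corrected inhibition of the luciferase reporter signal at the single screening dose is 50% or more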
# CF NFkB block = blocks PAF-induced NF-kB reporter in cystic fibrosis cells | KKLEB NF-kB-GFP reporter, GFP fluorescence overnight | inhibition, % at 5 µM | 360,000 compounds, 0.86% hits;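 active means at least 50% inhibition at 5 µM, scaled per plate between neutral and stimulator controls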;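 further: PAF is a Pseudomonas aeruginosa culture filtrate used as stimulus; plate controls were PAF-stimulated DMSO wells for no effect and unstimulated DMSO wells for full effect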
# SRC3 inh = inhibits human SRC3 coactivator | inhibition, % at 3.6 µM | Q9Y6Q9 | AID 588352 | HEK293 GAL4-SRC3 luciferase reporter, luminescence | 360,000 compounds, 0.17% hits;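 active means inhibition above a per-campaign cutoff, the mean of all compounds plus 3 SD, cut at about 60% in these data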;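 further: 0% = DMSO-treated cells and 100% = gossypol-treated cells at 36 µM; higher means less SRC3-driven luciferase light from the GAL4 reporter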
# LMP1 NFkB inh = reduces LMP1-driven NF-kappaB luciferase signal; LMP1-induced NF-kappaB luciferase reporter cells, luminescence; inhibition, % at 12.5 µM; 350,000 compounds, 0.69% hits; in the data active means inhibition above about 41%;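 further: 0% = neutral control wells and 100% = reference inhibitor control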
# TWEAK Fn14 block = TWEAK-Fn14 signaling inhibition. TWEAK-stimulated Fn14 reporter cells, luciferase luminescence, 8 h. inhibition, % at 10 µM. 360,000 compounds, 2% hits; in the data active means inhibition above about 50%
# KKLEB cytotox = CF airway cell cytotoxicity counter-screen; KKLEB CF airway cells viability, ATPlite luminescence, overnight; stronger effect = lower value; cells stimulated with P. aeruginosa culture filtrate; activity change (cytotoxicity), % at 5 µM; 360,000 compounds, 0.36% hits; AID 602141;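 active means corrected activity change at or below -50% at 5 µM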
# * = called active by the depositor; · = no result given.
SMILES,NR5A2 inv ag,NR2F2 inh,TRAIL sens C8,SRC1 inh,NCOA2 inhibitor,TROY signal inh,CF NFkB block,SRC3 inh,LMP1 NFkB inh,TWEAK Fn14 block,KKLEB cytotox
CCOc1ccccc1NC(=O)CS(=O)(=O)c1cn(CC(=O)N2CCOCC2)c2ccccc12,-26,5,-4,-20,-16,6,15,20,6,-7,-7
NC(=O)C1CCN(C(=O)COc2ccc(S(=O)(=O)NC3CCCC3)cc2)CC1,-17,-7,7,5,-22,-2,-5,-23,1,2,25
Cc1nn(C)c(C)c1NC(=O)c1ccccc1NC(=O)Nc1ccccc1,-3,14,7,-3,-5,-9,-22,3,-1,21,-12
Cc1ccc(NC(=O)CS(=O)CC(=O)NCC2CCCO2)cc1 (configuration not stated),-15,2,3,-12,-32,8,10,-1,-4,7,-10
c1ccc(CSc2nnc(-c3ccncc3)o2)cc1,-28,-9,41,15,12,-30,47,4,-1,23,-11
COc1ccc2c3n(nc2c1)CCN=C3c1ccc(Cl)cc1,6,11,4,-10,-4,-39,-7,-29,-2,5,-9
COc1ccc(Br)cc1CN(C)C(=O)c1cnc(C)cn1,4,-15,2,0,18,-22,-13,3,-1,15,14
Cc1cc(C(=O)NCCc2ccc(Cl)cc2)c2ccccc2n1,-6,9,-14,-3,-14,2,8,5,1,11,-15
CC(C)C(=O)Nc1ccc(O)c(-c2csc(N)n2)c1,-11,15,-5,-31,18,-11,-8,-14,-7,-3,-4
O=C(NCCc1ccccc1)c1c[nH]c2c(F)cccc2c1=O,-42,-35,-9,-69,-49,-23,12,-57,1,-19,-2
O=C(O)CSCC(=O)N1CCN(Cc2ccc3c(c2)OCO3)CC1,10,·,0,-19,·,-1,-6,7,-2,11,1
Cc1csc(=O)n1CC(=O)Nc1ccc(Cl)cc1F,6,-11,14,-3,10,-13,-26,4,-3,-3,-12
O=C(NN(Cc1ccccc1)Cc1ccccc1)c1ccccc1,-9,-2,9,-11,12,-22,19,-15,-8,-17,-12
COc1ccc(NC(=O)c2cc(-c3ccco3)on2)c(OC)c1,-7,-25,6,-2,-4,-18,13,-30,-16,-17,6
O=C(Nc1ccccc1Cl)c1cccc(NC(=O)C2C3CC4OC(=O)C2C4C3)c1 (configuration not stated),-11,-14,-3,-13,-1,-14,8,8,2,-7,4
Cn1cccc1CC(=O)N/N=C/C=C/c1ccccc1,-44,-21,-36,-15,-48,-13,-15,-30,8,-15,-5
Cc1cccnc1NC(=S)NC(=O)/C=C/c1ccccc1,-61,-11,-11,-42,-32,-37,-2,-35,-6,-10,-14
Cc1ccc(N(CC(=O)NCc2ccc(F)cc2)C(=O)c2csnn2)c(C)c1,4,13,-10,10,0,-4,-1,21,2,-10,6
O=C(Nc1ccccc1)Nc1nncs1,-10,6,-2,-1,-10,15,19,2,4,-18,-18
CC(C)(C)OC(=O)Cn1c(=O)cnc2ccccc21,11,19,-14,5,4,6,5,8,3,-13,-12
CCC(C(=O)O)n1cnc2scc(-c3ccc(C)c(C)c3)c2c1=O (configuration not stated),-4,1,2,-3,-15,4,5,-11,-11,8,-1
COC(=O)Cn1cnc(=O)c(C#N)c1/C=C/N(C)C,-14,12,1,-30,24,-47,2,-18,-6,-4,6
Cc1c(C)c(C)c2[nH]c(-c3ccc4c(c3)OCO4)nc2c1C,-52,·,16,-37,·,-56,-12,-20,-27,11,-3
C=CCn1c(COc2cccc(C)c2)nnc1SCC(=O)c1c[nH]c2c(CC)cccc12,10,-5,-1,6,12,-16,4,16,-1,4,-3
Cc1ccc(CN2CCCCC2C(=O)Nc2ccc(Oc3cccnc3)cc2)o1 (configuration not stated),6,-4,18,-3,-13,8,-3,17,15,14,-8
Cc1nn(C(C)(C)C)c(OC(=O)C2CCCC2)c1S(=O)(=O)c1ccccc1,6,8,2,3,3,1,14,8,12,9,1
Cc1ccc(S(=O)(=O)NCC(C)n2cncn2)cc1 (configuration not stated),-4,10,1,-1,-13,-12,-14,15,1,19,-5
CCN(CC(=O)Nc1ccc(NC(C)=O)cc1)C(=O)/C=C/c1ccc2c(c1)OCO2,10,-19,2,-29,-121,5,14,14,-10,-13,-6
O=C(Nc1ccccc1)N1N=C(c2ccc(F)cc2)CC1c1ccc(F)cc1 (configuration not stated),-5,-13,-16,9,-13,-7,6,15,-6,16,-6
OCC[C@@H]1C[C@@H](O)[C@H](O)[C@]2(CCCO2)O1,-6,3,-1,-18,12,9,-18,-2,3,17,5
COc1ccccc1NS(=O)(=O)c1cc(NC(=O)CN2C(=O)NC3(CCCC3)C2=O)ccc1C,-1,-11,-17,-9,17,0,4,18,3,18,-30
C[C@@]12C(=O)N(Cc3ccco3)CC(=O)N1[C@H]1c3ccccc3OC[C@@H]1[C@@H]2c1ccccc1,-4,5,8,-3,-13,12,-9,-3,11,8,5
CCOC(=O)c1c(C)[nH]c2cc(Br)c(O)cc12,-27,-21,-8,-33,-23,-41,-3,-26,-1,-6,9
Cc1cc(C)c(C)c(S(=O)(=O)N2CCN(C(=O)c3ccccc3OCc3c(C)noc3C)CC2)c1C,-8,-10,1,-2,-11,-9,-5,14,7,-12,-30
CCC/C=C/c1ccc(CN2C(C(C)C)C(=O)N(Cc3cn(CCC4OCCCO4)nn3)CCS2(=O)=O)cc1 (configuration not stated),1,10,-10,7,8,25,-13,7,0,17,11
COc1cccc(-c2onc3ccc(C(=O)/C=C/N(C)C)cc23)c1,7,1,-10,-45,-7,-70,36,13,1,-1,1

# Complete entries from above. Values in the order: NR5A2 inv ag, NR2F2 inh, TRAIL sens C8, SRC1 inh, NCOA2 inhibitor, TROY signal inh, CF NFkB block, SRC3 inh, LMP1 NFkB inh, TWEAK Fn14 block, KKLEB cytotox
# CCOC(=O)c1c(C)[nH]c2cc(Br)c(O)cc12 is listed as -27, -21, -8, -33, -23, -41, -3, -26, -1, -6, 9
# C[C@@]12C(=O)N(Cc3ccco3)CC(=O)N1[C@H]1c3ccccc3OC[C@@H]1[C@@H]2c1ccccc1 is listed as -4, 5, 8, -3, -13, 12, -9, -3, 11, 8, 5
# Cc1ccc(S(=O)(=O)NCC(C)n2cncn2)cc1 (configuration not stated) is listed as -4, 10, 1, -1, -13, -12, -14, 15, 1, 19, -5
# Cc1ccc(CN2CCCCC2C(=O)Nc2ccc(Oc3cccnc3)cc2)o1 (configuration not stated) is listed as 6, -4, 18, -3, -13, 8, -3, 17, 15, 14, -8

# Going on with the list.
SMILES,NR5A2 inv ag,NR2F2 inh,TRAIL sens C8,SRC1 inh,NCOA2 inhibitor,TROY signal inh,CF NFkB block,SRC3 inh,LMP1 NFkB inh,TWEAK Fn14 block,KKLEB cytotox
CCCn1c(SCC(=O)c2cc(C)n(C3CC3)c2C)n[nH]c1=O,-50,-1,-8,-22,-21,-14,12,-8,-4,-16,8
COc1ccccc1CNC(=O)C(NC(=O)c1ccccc1)C(C)C (configuration not stated),14,6,-2,2,-3,-6,9,8,-3,1,-5
O=Cc1c[nH]c2ccc(C(=O)c3ccccc3)cc12,15,5,12,-7,2,-6,0,-33,-8,-6,-6
COCCCNC(=O)c1cc(C(=O)Cc2ccccc2)c[nH]1,12,-7,-13,3,-22,-3,-10,1,6,-6,18
CC(=O)N1CCc2cc(S(=O)(=O)NCCC(=O)Nc3cccc(C)c3C)ccc21,5,3,3,0,-19,-1,-3,12,-16,1,-4
CN(C)S(=O)(=O)c1cccc(NC(=O)COC(=O)C2CCN(C(=O)c3ccc(F)cc3)CC2)c1,-9,-9,-7,1,3,-18,-4,0,-4,18,-2
COc1ccccc1N1C(=O)c2cccc3c(N(C)CCO)ccc(c23)C1=O,8,-20,0,-43,0,3,4,-3,-3,6,-3
C[N+]1(CCCOC(=O)C2(c3ccccc3)CCCC2)CCOCC1,-1,-5,-1,5,-17,7,-3,7,2,9,7
CCc1cc(C(=O)NNC(=O)CCN2CCN(c3ccccc3)CC2)sc1C,-16,2,11,-12,-7,-6,14,-6,-2,13,-9
CCOc1ccccc1N1CCN(C(=S)Nc2ccc(S(N)(=O)=O)cc2)CC1,-1,11,2,13,-14,13,-1,12,8,21,2
O=C(COC(=O)c1cc(=O)[nH]c2ccccc12)Nc1ccccc1F,16,3,7,2,-4,-6,-2,2,2,-1,3
CC(C)=CCN1CCN(Cc2ccc(C#CC(C)(C)O)cc2)CC1CCO (configuration not stated),-1,-10,4,-8,0,13,10,5,1,1,-3
CCOc1ccccc1N(CC)C(=O)c1nn(C)c2c1CSc1ccccc1-2,-1,-6,-4,11,19,11,-9,-8,1,3,-1
N#Cc1nc(-c2ccccc2Cl)oc1N1CCCCC1,-32,-40,3,-94,-15,-13,-5,-53,-8,-45,-4
COc1ccc(SCCc2ccncc2)cc1,11,23,-8,4,-5,0,-24,7,-9,-7,-11
COc1ccc(CNC(=O)CCN2C(=O)c3ccncc3C2=O)cc1OC,-3,3,-20,4,-6,6,11,8,-12,20,-2
O[C@@H]1C[C@H](c2ccccc2)N(Cc2cccs2)C[C@H]1n1cc(C2CC2)nn1,-22,-7,7,-1,-3,-21,-1,-6,-9,-9,-2
Cc1cccc(NC(=S)Nc2cccc(C)n2)n1,-2,5,-10,-6,-26,-10,-42,-19,-16,-31,-2
CC(=O)OC(COC1C[C@@H]2CC[C@@]1(C)C2(C)C)C[N+]1(C)CCCCC1 (some centres not stated),12,12,8,-3,-17,0,-10,25,-8,-4,9
CC(=O)Nc1ccc(N2CCOCC2)c(S(=O)(=O)Nc2ccccc2Cl)c1,7,15,-20,9,-26,-11,-25,13,-9,16,17
COc1cc(N(C(=O)Cc2cccs2)C(C(=O)NC2CCCCC2)c2cccc(OC)c2OC)ccc1-n1cnnn1 (configuration not stated),13,-9,-4,-16,4,4,3,15,-2,-8,-1
C[C@H]1CN([C@@H](C)CO)C(=O)CCCn2nncc2CO[C@@H]1CN(C)Cc1cccc(C(F)(F)F)c1,9,10,-6,-4,3,-7,-16,-4,-6,-22,9
CC1CCCC(NC(=O)COC(=O)c2n[nH]c3ccccc23)C1C (configuration not stated),-5,8,-9,-34,-3,-4,17,-17,-2,-21,6
CC(NC(=O)COC(=O)C1CC2CCCC(C1)C2=O)c1ccccc1 (configuration not stated),11,21,-21,-14,-5,0,-13,4,4,8,9
CCC(Sc1nc(C)cc(C)n1)C(=O)NC1=NN=C(c2ccc(C)cc2)CS1 (configuration not stated),35,0,2,-10,-2,5,17,7,0,25,-14
CS(=O)(=O)N(CC(=O)N1CCN(c2cccc(Cl)c2)CC1)c1cccc(F)c1,-19,-7,-14,6,3,18,1,2,-1,10,0
CCOC(=O)N1CCN(C(=O)c2ccc(N(C)S(=O)(=O)c3ccc(C)cc3)cc2)CC1,12,20,8,2,0,12,-19,6,1,-7,-14
CCOC(=O)c1cc(NC(=O)c2ccc(Cl)cc2)c(=O)n2c1oc1ccc(Cl)cc12,-8,-5,14,-5,-1,3,44,14,3,-25,-58*
O=C(NC12CC3CC(CC(C3)C1)C2)c1cc([N+](=O)[O-])ccc1N1CCOCC1,15,8,-2,9,-6,16,26,-9,7,13,-14
CCOC(=O)c1ccc(NC(=O)CNC(=O)c2ccco2)cc1,1,-3,-16,2,-19,6,-16,-1,-5,-1,14

# Screening results deposited in PubChem by several laboratories.
